Assay outcomes: PubChem BioAssay, PCMD
FXIa single inh: inhibitors of human coagulation factor XIa; inhibition, % at 10 µM; actives 0.3% (n = 33,000); purified human FXIa, fluorogenic AMC substrate cleavage; AID 687;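 active means inhibition above 40% in the primary screen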;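 further: 0% = enzyme without compound and 100% = blank wells lacking enzyme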
FXIIa single: inhibitors of human coagulation factor XIIa. purified human FXIIa, AMC substrate fluorescence, 2 h. inhibition, % at 10 µM. actives 0.2% (n = 33,000); in the data active means inhibition above about 30%;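 further: 0% = enzyme with vehicle only and 100% = no enzyme blank; many of its hits are not listed in these tables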
Target sequence (P00748 20-372 limits assumed): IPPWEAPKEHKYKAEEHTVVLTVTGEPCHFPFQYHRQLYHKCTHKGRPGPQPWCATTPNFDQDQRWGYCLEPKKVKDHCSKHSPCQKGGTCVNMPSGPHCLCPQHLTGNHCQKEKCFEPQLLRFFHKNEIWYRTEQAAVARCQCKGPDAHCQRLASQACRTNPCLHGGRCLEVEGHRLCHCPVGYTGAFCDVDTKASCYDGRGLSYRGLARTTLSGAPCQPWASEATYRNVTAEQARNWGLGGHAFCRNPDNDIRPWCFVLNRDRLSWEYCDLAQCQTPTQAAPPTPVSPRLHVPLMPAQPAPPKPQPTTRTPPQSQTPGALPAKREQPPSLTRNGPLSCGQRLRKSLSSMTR
Target sequence (P00748 373-615 limits assumed): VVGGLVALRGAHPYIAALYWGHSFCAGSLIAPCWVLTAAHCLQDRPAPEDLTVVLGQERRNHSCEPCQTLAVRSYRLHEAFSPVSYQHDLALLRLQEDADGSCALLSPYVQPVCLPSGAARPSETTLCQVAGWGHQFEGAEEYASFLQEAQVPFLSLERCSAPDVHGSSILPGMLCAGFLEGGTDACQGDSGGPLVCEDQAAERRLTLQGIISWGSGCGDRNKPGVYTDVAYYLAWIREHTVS
* = called active by the depositor.

SMILES	FXIa single inh	FXIIa single
CCOC(=O)C1CCN(C(=O)COc2ccc(Cl)cc2)CC1	-9	4
COc1ccc(C2NC(=O)NC(C)=C2C(=O)OCc2ccc3c(c2)OCO3)cc1OC (stereo unspecified)	2	5
CC1CCCC(NC(=O)COC(=O)c2ccc(N(C)C)cc2)C1C (stereo unspecified)	1	0
CNC(=O)CSCc1cnn(-c2ccccc2)c1-n1cccc1	-15	1
CCN1CCN(CC(=O)Nc2ccc(C)cc2C)C(=O)C1=O	-3	5
NC(=O)c1cn(-c2ccccc2)nc1-c1cc2ccccc2oc1=O	-4	4
CCCCC(=O)Nc1nnc(SCC(=O)NC2CCCC2)s1	-7	4
CCS(=O)CCSc1nc2ccccc2s1 (stereo unspecified)	0	8
C=CCn1c(=N)c(C#N)cc2c(=O)n3ccccc3nc21	-17	-7
O=C(Nc1nc(-c2ccc(S(=O)(=O)N3CCCCCC3)cc2)cs1)c1ccccc1	2	1
CCOC(=O)CS(=O)(=O)c1ccc2ccccc2c1	4	-16
CCn1c(C)c2c([n+]1CC)CC(C)(C)CC2=O	4	11
CC(C)CN(/C=N/c1sc2c(c1C#N)CCCCC2)CC(C)C	2	5
CCOc1ccc2nc(NC(=O)CN3CCN(c4ccccn4)CC3)sc2c1	6	8
CCOC(=O)N1CCC(NC(=O)c2sc3nc4n(c(=O)c3c2C)CCCC4)CC1	1	-8
CCCN=C(C)c1c(-c2ccccc2)[nH]n(-c2nc3ccccc3s2)c1=O	-4	3
Cc1oc2nc(SCC(=O)NCCCO)nc(N)c2c1C	2	8
CCCCn1c(N)c(Sc2ccccc2)c(=O)[nH]c1=O	-14	6
COCCCn1c(N)c(-c2nc3ccccc3n2C)c2nc3ccccc3nc21	-8	0
CC(C)CC(=O)Nc1cc(C(F)(F)F)ccc1N1CCOCC1	-6	3
CCN1CNC(=S)N(c2cccc(C)c2C)C1	34	-13
CC(=O)Oc1cc2c(C(C)=O)coc2c2ccccc12	-1	7
CC(C)(O)C(=O)NN(C(=O)c1ccccc1)c1cccc(Br)c1	-8	3
CC(C)(C)c1ccc(N2C(=O)Cc3c2nc(N)c(C#N)c3N)cc1	3	1
CCOC(=O)c1sc2nc(N3CCOCC3)c3c(c2c1N)CCN(Cc1ccccc1)C3	-26	-28

(listing goes on)
SMILES	FXIa single inh	FXIIa single
CCN(CC)S(=O)(=O)c1cccc(-c2nnc(SCc3nnc(-c4ccccc4)o3)n2C)c1	4	0
CCCCC1(C)NC(=O)c2c(C)sc(C(=O)OCC)c2N1 (stereo unspecified)	29	-17
COc1ccccc1Nc1nc(=O)[nH]nc1C	-5	4
CCOc1ccc2nc(NC(=O)C(CC)Sc3nc(C)cc(=O)[nH]3)sc2c1 (stereo unspecified)	5	7
Cc1ccc(C)c(N2CCN(c3nc4ccccc4c(=O)n3Cc3ccccc3)CC2)c1	5	6
CNC(=O)CC12CC3CC(CC(C3)C1)C2	-6	-2
COc1ccc(C(=O)/C(=C/c2cccs2)c2nc3ccccc3o2)cc1	-1	2
CCOC(=O)c1c(-c2ccncc2)csc1N	-1	2
Cc1cccc(C2Nc3ccccc3C(=O)N2c2ccc(F)cc2)n1 (stereo unspecified)	-5	-3
COc1ccccc1NC(=O)CCN1CC(C)OC(C)C1 (stereo unspecified)	5	-16
CCOC(=O)CN1CC23C=CC(O2)C(C(=O)NC2CCCCC2)C3C1=O (stereo unspecified)	8	4
COc1ccc(-c2oc(NC(=O)CSc3ncn[nH]3)c(C#N)c2-c2ccc(OC)cc2)cc1	6	4
Cc1ccc(CC(=O)Nc2ccccc2N2CCOCC2)cc1C	-8	9
CCc1c(C)nc2cc(-c3cc(OC)cc(OC)c3)nn2c1N1CCN(CCN2CCOCC2)CC1	-5	9
CC/C(=N\NS(C)(=O)=O)c1ccccc1	-1	3
Cc1nn(C)c(C)c1S(=O)(=O)N(CC(=O)NC1CCCCCC1)c1ccc(C(C)C)cc1	-1	6
COc1cccc(/C=N/NC(=O)CCc2c(C)n[nH]c2C)c1	11	0
CC(C)CC(=O)Nc1nc2c(c(=O)[nH]1)CCCC2	-2	6
O=C(O)c1[nH]c2ccc(Cl)cc2c1CC(=O)N1CCN(C(=O)c2ccco2)CC1	-8	4
Cc1cc(C(F)(F)F)n2ncc(-c3ccc(F)cc3)c2n1	-7	12
COC(=O)c1nnn(CC(=O)Nc2cccc(OC)c2)c1C(=O)OC	3	3
c1ccc(-c2nc3ccccn3c2NCc2ccc3c(c2)OCO3)cc1	-14	-8
CCCSc1nsc(NC(=O)C(c2ccccc2)c2ccccc2)n1	2	9
O=C(CSc1ncnc2ccccc12)N1CCN(c2ccccc2)CC1	2	6
CCNS(=O)(=O)c1ccc(NC(=O)c2ccccc2)cc1	-2	-3

Entries shown so far that contain a thiophene ring, fused or not:
SMILES	FXIa single inh	FXIIa single
CC(C)CN(/C=N/c1sc2c(c1C#N)CCCCC2)CC(C)C	2	5
CCOC(=O)N1CCC(NC(=O)c2sc3nc4n(c(=O)c3c2C)CCCC4)CC1	1	-8
CCOC(=O)c1sc2nc(N3CCOCC3)c3c(c2c1N)CCN(Cc1ccccc1)C3	-26	-28
CCCCC1(C)NC(=O)c2c(C)sc(C(=O)OCC)c2N1 (stereo unspecified)	29	-17
COc1ccc(C(=O)/C(=C/c2cccs2)c2nc3ccccc3o2)cc1	-1	2
CCOC(=O)c1c(-c2ccncc2)csc1N	-1	2

(cont.)
SMILES	FXIa single inh	FXIIa single
CC1(C)CC(=O)C2=C(C1)Nc1nc(SCCN3CCOCC3)[nH]c(=O)c1C2c1cccs1 (stereo unspecified)	-9	-10
CCCCOC(=O)Nc1nc2ccccc2s1	-8	4
CC(=O)NC(Cc1ccccc1C)C(=O)NC1CCN(c2c3c(nc4ncnn24)CCC3)CC1 (stereo unspecified)	-1	5
CC(C)C(=O)Nc1ccc(C(=O)N2CCCCCC2)cc1	0	10
CCOC(=O)c1ccc(Nc2nc(C(=O)OCC)nc3ccccc23)cc1	-1	1
CCN(CC)S(=O)(=O)c1ccc(Oc2ccccc2)cc1	2	8
CCN(CC)C(=O)COc1cc(C)c(Cl)c(C)c1	1	4
COc1ccc(-c2nnc3n2N=C(C)CS3)cc1	28	-16
O=C(Nc1ccc(N2CCN(C(=O)c3ccco3)CC2)c(Cl)c1)c1c(F)c(F)c(F)c(F)c1F	-1	6
COc1ccc(NS(=O)(=O)c2ccc3oc(SC4CCOC4=O)nc3c2)cc1 (stereo unspecified)	-13	7
COC(=O)c1cc(OC)c(OC)cc1NC(=O)c1cc(C)on1	2	9
Cc1nnc(NC(=O)c2cccc(S(=O)(=O)N3CCOCC3)c2)s1	8	5
O=C(Nc1ccccc1N1CCOCC1)c1cc(-c2ccco2)nc2ccccc12	-6	3
O=C(NCc1ccco1)c1nc2ccccc2s1	1	8
CCOC(=O)c1c(O)c2c([nH]c1=O)CCCC2	29	5
OCCNc1nc2ccccc2n1-c1ncnc2sc3c(c12)CCC3	15	-6
Cc1cc(C)c(C#N)c(SCC(=O)NC(C)(C)C)n1	2	2
O=c1c2ccccc2[nH]c(=S)n1CCN1CCN(Cc2ccccc2)CC1	2	5
COc1cc(CNC(C)c2ccccc2)c(Br)cc1OCC(N)=O (stereo unspecified)	9	8
Cc1ccc2cc(C#N)c(NCc3ccco3)nc2c1	-3	7
CC1(N2CCCCC2)CC2(O)C(=[N+]1[O-])CCC/C2=N\O (stereo unspecified)	-6	1
Cc1ccc(S(=O)(=O)N(C)c2ccc(N)cc2)cc1	3	10
CCOC(=O)c1sc2nc(C(C)C)c3c(c2c1N)CC(C)(C)OC3	-26	-18
Cc1noc(C(=O)NCc2ccc(F)cc2)c1Cl	0	2
O=C(CN1CCSCC1)c1c[nH]c2ccccc12	-2	7

The list continues.
SMILES	FXIa single inh	FXIIa single
CC1(C)Cc2noc(N)c2C(C)(C)N1O	0	5
N#Cc1c(-c2ccc(Cl)cc2)ccn2nc(CCC(=O)O)nc12	-2	4
CCOC(=O)c1c(C)n(CCNC(C)=O)c2ccc(OC)cc12	5	4
Cc1ccc(NC(=O)/C(C#N)=C/c2ccc(C)s2)c(C)c1	-3	11
O=C(Nc1cccc(-c2nc3cc(Cl)ccc3o2)c1)C1CCCO1 (stereo unspecified)	-1	10
O=C(N1CCCCC1)C1(c2ccccc2)CCOCC1	-2	5
CC1CCCC(C)N1CCNC(=O)Nc1ccc(Cl)cc1 (stereo unspecified)	-12	9
CC(C)n1cnc2cc(NCc3ccco3)ccc21	-7	3
CCOC(=O)Nc1ccc(C)cc1NC(=O)OCC	4	-2
CN(C)c1nc(OCCNC(=O)Nc2ccccc2)nc(N(C)C)n1	1	-15
Cc1ccc(/C=C/C2=Cc3c(sc(NC(=O)CSc4n[nH]c(N)n4)c3C#N)C(C)(C)C2)o1	5	6
COC(=O)c1sc2nc(CSc3nc4ccc(C)cc4[nH]3)[nH]c(=O)c2c1C	20	-16
COc1nc(/C(N)=N/O)nc(N2CCCCC2)n1	5	2
CSc1nc2ccccc2n1CC(=O)Nc1c(C)cccc1C	-3	2
OC(COC(c1ccc(Cl)cc1)c1ccc(Cl)cc1)CN1CCCC1 (stereo unspecified)	-10	-3
CCOC(=O)c1ccc(Cn2c(-c3ccccc3)nnc2-c2ccccc2)o1	2	6
O=C(Nc1nnc(-c2ccccc2Cl)o1)c1nc2ccccc2s1	5	10
Cc1ccc(Cn2nnc3c(=O)n(CC(=O)NCc4ccco4)cnc32)cc1	4	4
[O-][n+]1onc2c3cc(-c4ccccc4)nnc3ccc21	15	7
Nc1nc(N)nc(-c2ccc(Cl)cc2)n1	6	1
C=CCn1c(=NC(=O)C2CC2)sc2cc(NC(C)=O)ccc21	1	3
COc1ccc(C2C(C(=O)N3CCCC3)CC(=O)N2c2ccc(OC)cc2)cc1 (stereo unspecified)	10	-14
Cc1cccc(C)c1NC(=O)/C(=C/c1ccco1)c1ccccc1	5	3
Cc1cccc(Nc2nc(N)nc(CSc3nccc(C)n3)n2)c1	-8	5
O=C(Nc1nnc(-c2ccccc2F)s1)C1CCCO1 (stereo unspecified)	8	6

(further entries)
SMILES	FXIa single inh	FXIIa single
CCN1C(=O)C2(C(C#N)=C(N)Oc3n[nH]c(-c4ccc(Cl)cc4)c32)c2ccccc21 (stereo unspecified)	30	-17
O=C(CN1C(=O)c2ccccc2S1(=O)=O)NCc1ccc2c(c1)OCO2	-1	3
CCOC(=O)c1ccc2[nH]c(C)c(C)c2c1	-4	4
CC[N+](CC)(CC)C/C(N)=N/O	2	5
COCCn1c(SCC#N)nnc1-c1ccc(OC)cc1	6	3
O=C(O)c1cc2c(ccc3ccccc32)oc1=O	-8	-36
Cc1cc(C)c(C)c(S(=O)(=O)Nc2ccc(OCC(=O)O)cc2)c1C	5	7
O=C(NC1CC1)c1sccc1-n1cccc1	-4	2
COc1ccc(OCC(=O)Nc2nc3ccccc3[nH]2)cc1	5	3
Cc1ccc(C2Nc3ccc4ccccc4c3C3=C2C(=O)CC(C)(C)C3)o1 (stereo unspecified)	2	0
COc1ccccc1-c1cc(C(F)(F)F)nc(S(=O)(=O)CCCC(=O)O)n1	8	3
CCOc1cc(C(=O)Nc2nnc(CC)s2)ccc1OCC(=O)N1CCOCC1	-7	7
CCc1ccc(NC(=O)CSc2nnc(CNC(=O)c3c(F)cccc3Cl)o2)cc1	11	5
O=C1C=C(NCc2ccc(Cl)cc2Cl)C2(CCCCC2)O1	18	-15
CC(C)NC(=O)C(=O)NC1CCCCCC1	-50	-12
NC(=O)C1(N2CCCCC2)CCN(Cc2ccccc2Cl)CC1	0	3
CC(C)Nc1ncnc2c1nnn2Cc1ccccc1	-6	7
COc1cc(OC)c(C(=O)NC2CCCCCC2)cc1OC	1	4
Cn1nnc(C(O)CN2CCOCC2)n1 (stereo unspecified)	3	10
CC(=O)Nc1ccc(NC(=O)CSCc2cnn(-c3ccccc3)c2-n2cccc2)cc1	7	3
Nc1nnnn1/N=C/c1ccccc1OCc1ccc(Cl)cc1	1	3
Cc1nc2c(cnn2-c2ccccc2Cl)c(=O)n1-c1ccc(N2CCC(C)CC2)cc1	1	-2
CCS(=O)(=O)Nc1ccc(Cc2ccc(NS(=O)(=O)CC)cc2)cc1	-1	1
COc1cc2c(cc1OC)C(SC)=NC(C)(C)C2	-8	4
COc1ccc(CCNC(=O)CN(c2ccccc2)S(C)(=O)=O)cc1OC	26	-13

Not a retest: entries from further up.
SMILES	FXIa single inh	FXIIa single
CCN1C(=O)C2(C(C#N)=C(N)Oc3n[nH]c(-c4ccc(Cl)cc4)c32)c2ccccc21 (stereo unspecified)	30	-17
O=C(CN1C(=O)c2ccccc2S1(=O)=O)NCc1ccc2c(c1)OCO2	-1	3
CCOC(=O)c1ccc2[nH]c(C)c(C)c2c1	-4	4
CC[N+](CC)(CC)C/C(N)=N/O	2	5
COCCn1c(SCC#N)nnc1-c1ccc(OC)cc1	6	3
O=C(O)c1cc2c(ccc3ccccc32)oc1=O	-8	-36
Cc1cc(C)c(C)c(S(=O)(=O)Nc2ccc(OCC(=O)O)cc2)c1C	5	7

The list continues:
SMILES	FXIa single inh	FXIIa single
CN(C)c1nc(SCC#N)nc(N2CCOCC2)n1	-3	9
C/C=C/c1c(F)c(F)c(Oc2ccc(C(=O)O)cc2)c(F)c1F	8	5
Cc1ccc(S(=O)(=O)N2CCCC2C(=O)N2CCCCCC2)cc1 (stereo unspecified)	5	-1
CCOC(=O)c1cnc2ccc(C)cc2c1OCc1cc(F)cc(F)c1	2	10
COc1ccc2c(=O)c3c(=O)n(Cc4ccco4)c(-c4ccco4)nc3oc2c1	-10	6
Cc1ccnc(NS(=O)(=O)c2ccc(NS(=O)(=O)c3ccccc3)cc2)n1	2	5
CCCCC(CCCC)=N/N=C/c1c(O)n(CC)c2cc(C3=NNC(=O)CC3)ccc12	-2	-6
NC(=O)CSc1nnc(-c2cccs2)n1-c1ccccc1	-7	4
C/C(=N\NC(=O)c1c[nH]c2ccccc12)c1ccco1	7	5
CCCC(C)C1C(C#N)=C(N)Oc2cc(C)oc(=O)c21 (stereo unspecified)	-11	5
Cc1cc(NC(=O)COC(=O)C2CCN(S(=O)(=O)c3ccc(Cl)cc3)CC2)no1	2	-13
Cc1cccc(C)c1NC(=O)CSCc1cccc(CSCC(=O)Nc2c(C)cccc2C)n1	-3	0
COc1ccc(-n2cnc3cc(N)ccc32)cc1	-8	3

A portion of the library, so the mix of outcomes need not match the whole.
